# Source: PubChem BioAssay
# MrgX1 PAM: allosterically activates human MrgX1 receptor signaling; MrgX1-HEK293, Fluo-4 calcium flux, FDSS; hits give high values; Q96LB2; B-score at 10 µM; AID 588675; hit rate 0.63% among 310,000;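 active = plate-corrected calcium response at least 3 library SD above typical, normal starting fluorescence, not activating the receptor alone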;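 also: compound read alongside a low EC10 to EC30 dose of BAM8-22 agonist; peak minus trough fluorescence over baseline measured at the second addition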
# Target sequence (Q96LB2 whole entry, looked up): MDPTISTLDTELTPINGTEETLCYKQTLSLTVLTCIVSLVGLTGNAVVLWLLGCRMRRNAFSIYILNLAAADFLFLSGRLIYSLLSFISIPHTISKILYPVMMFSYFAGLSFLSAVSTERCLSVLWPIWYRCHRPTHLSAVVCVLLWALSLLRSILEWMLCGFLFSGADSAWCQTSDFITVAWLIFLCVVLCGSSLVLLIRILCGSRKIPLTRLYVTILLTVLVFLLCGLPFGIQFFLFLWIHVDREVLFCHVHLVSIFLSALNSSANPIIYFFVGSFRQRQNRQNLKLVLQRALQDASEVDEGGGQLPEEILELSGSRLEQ
# TRPC4 agonist: opens the mouse TRPC4 cation channel; AID 2237; hit rate 0.49% among 310,000; B-score at 10 µM; Q9QUQ5; HEK293 TRPC4beta/mu-opioid, Fluo4 calcium fluorescence; hits give high values;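 active = B-score above 5 SD of library B-scores, and initial fluorescence ratio not above library mean plus 5 SD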;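 also: positive B-score marks a calcium rise read as TRPC4 activation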
#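 System – HEK293 cells stably co-expressing mouse TRPC4beta and mu-opioid receptor · Signal – Fluo4 calcium-sensitive dye fluorescence, kinetic, 1 Hz baseline · Benchmarks – buffer (low) and maximal DAMGO (high) · Read-out – B score of integrated fluorescence ratio per well · Incubation – dye loading 45 min room temperature, 110 s kinetic read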
# MrgX1 antagonist: human MrgX1 receptor antagonism, primary screen. MRGX1-HEK293 calcium flux, Fluo-4, BAM8-22 antagonism; hits give low values. B-score at 10 µM. hit rate 1.3% among 310,000;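 active = calcium-response B-score plate-corrected more than 3 library SD below zero, starting fluorescence within 5 deviations, no agonist response on first addition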;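 also: peak minus trough fluorescence over baseline after final BAM8-22 challenge near maximal dose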
# RGS4 block: inhibitors of human RGS4 | HEK293 M3R/RGS4 inducible, Fluo-4 calcium flux; hits give high values; triggered by carbachol at its EC20 | B-score at 10 µM | P49798 | hit rate 0.45% among 310,000;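 active = B-score, a plate-corrected calcium signal, over three deviations above library mean, with baseline fluorescence within five deviations of library mean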;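 also: RGS4 expression induced by doxycycline in cells with stable M3 receptor; B-score is computed from the integrated fluorescence ratio over baseline after carbachol; higher B-score means a larger calcium signal and so more RGS4 inhibition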
# Target sequence (P49798 whole entry, looked up): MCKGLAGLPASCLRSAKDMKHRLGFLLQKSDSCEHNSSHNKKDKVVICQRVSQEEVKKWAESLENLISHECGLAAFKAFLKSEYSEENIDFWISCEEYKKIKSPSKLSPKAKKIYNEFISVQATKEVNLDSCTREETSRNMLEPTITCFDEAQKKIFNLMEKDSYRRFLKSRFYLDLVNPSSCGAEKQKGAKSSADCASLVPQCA
# ANO1 block: inhibitors of mouse TMEM16A calcium-activated chloride channel. Q8BHY3. normalized B-score (activity score, 25-100; higher = stronger inhibition) at 10 µM. HEK293 TMEM16A/YFP iodide influx fluorescence, ionomycin. AID 588511. hit rate 1.2% among 310,000;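 active = ratio plate-corrected score three or more library SD toward inhibition, starting fluorescence score within five deviations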;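 also: score derived from kinetic fluorescence span divided by baseline fluorescence per well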
# MrgX1 ag: human MrgX1 receptor agonism, primary screen. Q96LB2. MrgX1-HEK293 cells, Fluo-4 calcium fluorescence, agonist mode; hits give high values. B-score at 10 µM. hit rate 0.44% among 310,000;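 active = calcium response B-score plate-corrected fluorescence ratio at least 3 library SD, with starting fluorescence B-score inside 5 SD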
#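 Assay system: MrgX1-expressing HEK293 cells / Amount: fifteen thousand cells per well / Doses: test compound in the initial addition of three / Timing: cells plated overnight, dye loaded 0.5 h 37 °C, 0.5 h room temperature / Technique: kinetic calcium dye fluorescence, Fluo-4 NW / Control set: positive and negative controls per plate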
# TRPC6 inhibitor: inhibitors of mouse TRPC6 channel; B-score at 10 µM; hit rate 1.1% among 310,000; HEK293-TRPC6, membrane potential dye, ACh-evoked depolarization; hits give low values;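 active = B-score under library mean minus 3 SD, initial fluorescence not abnormally high, positive integrated signal ratio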;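 also: B-score derived from integrated fluorescence ratio over the kinetic read; more negative B-score means stronger inhibition of depolarization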
# TRPC6 act: mouse TRPC6 channel activation. Q61143. HEK293-TRPC6 membrane potential dye fluorescence; hits give high values. B-score at 10 µM. hit rate 0.13% among 310,000. AID 2550;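 active = B-score of the integrated fluorescence ratio above library mean plus 3 SD, and starting fluorescence ratio within library mean plus 5 SD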;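 also: higher score means more depolarization so channel activation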
# TRPC4 inh: inhibitors of mouse TRPC4 channel. Q9QUQ5. HEK293 TRPC4beta/mu-opioid, DAMGO-evoked Fluo4 calcium flux; hits give low values. B-score at 10 µM. hit rate 0.39% among 300,000. AID 2247;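 active = B-score over 3 SD under the library average, no early fluorescence shift, positive overall ratio signal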
#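 test system = HEK293 cells with stable TRPC4beta plus mu-opioid receptor expression | detection = Fluo4 Ca2+ flux fluorescence | read-out = integrated fluorescence ratio relative to baseline, converted to per-well B score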
# TMEM16A act: activators or potentiators of mouse TMEM16A chloride channel; Q8BHY3; B-score at 10 µM; hit rate 0.3% among 340,000; HEK293 TMEM16A/YFP-H148Q/I152L, iodide quench fluorescence; hits give low values;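 active = fluorescence-ratio B-score plate-corrected deviation score at least 3 library SD below zero, with starting fluorescence score within 5 deviations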;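 also: channel opened by trigger with iodide after compound preincubation; score built on the fluorescence ratio of max minus min over baseline; more negative score means more quench and so TMEM16A activation or potentiation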
# TRPC4 PAM: allosterically enhances the mouse TRPC4 cation channel; B-score at 10 µM; HEK293 TRPC4beta/mu-opioid, DAMGO EC20, Fluo-4 Ca2+ flux; hits give high values; hit rate 0.42% among 310,000; Q9QUQ5;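 active = B-score of calcium response area above 5 SD of library B-scores, with initial fluorescence ratio within 5 SD of library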;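 also: B-score of integrated fluorescence ratio over time as area under calcium response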
# Numbers without * were called inactive; i = inactive; . = not tested or not shown.
SMILES,MrgX1 PAM,TRPC4 agonist,MrgX1 antagonist,RGS4 block,ANO1 block,MrgX1 ag,TRPC6 inhibitor,TRPC6 act,TRPC4 inh,TMEM16A act,TRPC4 PAM
Cc1ccc(S(=O)(=O)NNC(=O)/C=C/c2cccc(F)c2)cc1,i,i,i,i,i,i,i,i,i,i,i
COc1ccc(/C=N\NC(=O)c2ccccc2[N+](=O)[O-])cc1COc1c(F)c(F)c(F)c(F)c1F,i,i,i,i,i,i,i,i,i,i,i
CC(OC(=O)CNC(=O)c1ccccc1F)C(=O)Nc1nc(-c2ccccc2)cs1 (stereo not given),i,i,i,i,i,i,i,i,-6*,i,i
CCOC(=O)C(C)Sc1nc2c(cnn2-c2ccc(C)cc2)c(=O)[nH]1 (stereo not given),i,i,i,i,i,i,i,i,i,i,i
COc1ccc(C2/C=C\CN(S(=O)(=O)c3ccc4ccccc4c3)CC(=O)N2Cc2ccc(F)cc2)cc1 (stereo not given),i,i,i,i,i,i,i,i,i,i,i
O=C(/C=C/c1ccc(Br)o1)OCc1ccccc1,i,i,i,i,i,i,i,i,i,i,i
COc1nc(-c2ccccc2)ccc1-c1noc(-c2ccccc2F)n1,i,i,i,i,i,i,i,i,i,i,i
Cc1ccc(C(=O)c2ccccc2C(=O)OCC(=O)Nc2ccc(SC(F)F)cc2)cc1,i,i,i,i,i,i,i,i,i,i,i
O=C(CN1CC[n+]2c(-c3cccs3)csc21)c1ccc(-c2ccccc2)cc1,i,i,i,i,i,i,i,i,i,i,i
CCC(C(=O)NC1CCCC1)N(C(=O)Cn1nnc(-c2ccc(OC)c(OC)c2)n1)C1CCCCC1 (stereo not given),i,i,i,i,i,i,i,i,i,i,i
Cn1c(=O)c([N+](=O)[O-])c(N2CCSCC2)c2ccccc21,i,i,i,i,i,i,i,i,i,i,i
CCOc1ccc(NC(=O)C2CCN(C(=O)NC3CCCCC3)CC2)cc1,i,i,i,i,i,i,i,i,i,i,i

# Next section; the last 2 above are carried over.
SMILES,MrgX1 PAM,TRPC4 agonist,MrgX1 antagonist,RGS4 block,ANO1 block,MrgX1 ag,TRPC6 inhibitor,TRPC6 act,TRPC4 inh,TMEM16A act,TRPC4 PAM
Cn1c(=O)c([N+](=O)[O-])c(N2CCSCC2)c2ccccc21,i,i,i,i,i,i,i,i,i,i,i
CCOc1ccc(NC(=O)C2CCN(C(=O)NC3CCCCC3)CC2)cc1,i,i,i,i,i,i,i,i,i,i,i
CCCCN(C(=O)c1ccc2c(c1)OCO2)c1ccccc1,i,i,i,i,i,i,i,i,i,i,i
CCOc1cc(S(=O)(=O)N2CCCC2)ccc1Cl,i,i,i,i,i,i,i,i,i,i,i
c1ccc(C2=NC(c3ccccc3)N=C(c3ccccc3)N2)cc1,i,i,i,i,i,i,i,i,i,i,i
O=C(CN(C(=O)CNC(=O)c1ccco1)c1ccc2c(c1)OCO2)NC1CCCCC1,i,i,i,i,i,i,i,i,i,i,i
CCn1cc(/C=C(\NC(=O)c2ccccc2Cl)C(=O)NCCN2CCOCC2)c2ccccc21,i,i,i,i,i,i,i,i,i,i,i
COc1ccc(NC(=O)c2cccnc2N2CCCCC2)cc1,i,i,i,i,i,i,i,i,i,i,i
Oc1ccc2nnc3c(Br)cnn3c2c1,i,i,i,i,i,i,i,i,i,i,i
C=CCN1C(=O)C2C(C(=O)NC3CCCC3)C3(C)C=CC2(O3)C1C(=O)NC1CCCC1 (stereo not given),i,i,i,i,i,i,i,i,i,i,i
Cc1nc(-c2ccc(S(=O)(=O)Nc3ccccc3C)cc2)co1,i,i,i,i,i,i,i,i,i,i,i
O=C(NNc1nc2c(F)cc(F)cc2s1)C1=COCCO1,i,i,i,i,i,i,i,i,i,i,i
O=C(CCc1ccccc1)Nc1nnc(-c2cccs2)o1,i,i,i,i,i,i,i,i,i,i,i
Cc1cc(=O)n2[nH]c(SCc3ccccc3Cl)nc2n1,i,i,i,i,i,i,i,i,i,i,i
O=C1C2C(C(=O)N1c1ccncc1)C1C=CC2C12CC2 (stereo not given),i,i,i,i,i,i,i,i,i,i,i
Brc1ccc(N/N=C(/N=Nc2nn[nH]n2)c2ccccc2)cc1,i,i,i,i,i,i,-11*,i,-6*,i,i
COCCc1nnc(NC(=O)C(C)C)s1,i,i,i,i,i,i,i,i,i,i,i
N/C(Cc1ccc([N+](=O)[O-])cc1)=N\OC(=O)COc1ccc2ccccc2c1,i,i,i,i,i,i,i,i,i,i,i
CSc1nnc2c(n1)OC(c1cccn1C)N(C(C)=O)c1ccccc1-2 (stereo not given),i,i,i,i,i,i,i,i,i,i,i
N#C/C(=C1/CCCCCN1)c1nc2ccccc2s1,i,i,i,i,i,i,i,i,i,i,i
COc1ccc(N(CC(=O)N2CCCCCC2)S(C)(=O)=O)cc1Cl,i,i,i,i,i,i,i,i,i,i,i
COc1cccc(NC(=O)C(=O)NCCC2CCCCN2S(=O)(=O)c2ccccc2)c1 (stereo not given),i,i,i,i,i,i,i,i,i,i,i
CCOC(=O)/C(=C/c1ccccc1)NC(=O)c1ccco1,i,i,i,i,i,i,i,i,i,i,i
COc1ccc(C(=O)COC(=O)Cn2cnc3ccccc3c2=O)c(OC)c1,i,i,i,i,i,i,i,i,i,i,i
C/C(=N/Nc1nc(-c2ccc(Cl)cc2)cs1)c1cccs1,i,i,i,i,i,i,i,i,i,i,i
O=C1c2cccc3cccc(c23)C(=O)N1CCN1CCN(C(=S)Nc2ccc(F)cc2)CC1,i,i,i,i,i,i,i,i,i,.,i
COc1ccc(O/C(=N\S(=O)(=O)c2ccccc2)c2ccccc2)cc1,i,i,i,i,i,i,i,i,i,i,i
Cc1cc(C)c(NC(=O)Cn2nnc(C(=O)NCCc3ccccc3)c2N)c(C)c1,i,i,i,i,i,i,i,i,i,i,i
Cc1ccc(CCC2C3=C(CCCC3=O)OC3=C2C(=O)CCC3)cc1,i,i,i,i,i,i,i,i,i,i,i
CC1(C)Cc2cccc(OCC(=O)NCCOc3ccccc3)c2O1,i,i,i,i,i,i,i,i,i,i,i
CC1(C)CC2CC(C)(CN2C(=O)c2cc(-c3ccc(F)cc3)on2)C1 (stereo not given),i,i,i,i,i,i,i,i,i,i,i
Cn1c(SCC(=O)NC2CCCC2)nnc1-c1ccccn1,i,i,i,i,i,i,i,i,i,i,i
Cn1cc(/C=C2\SC(=O)N(c3ccc(O)cc3)C2=O)c2ccccc21,i,i,i,i,i,i,i,i,i,i,i
COc1ccc(NC(=O)Nc2ccc3c(c2)N(C)C(=O)CS3)cc1Cl,i,i,i,i,i,i,i,i,i,i,i
O=C1c2ccccc2C(=O)c2c(NCc3cccnc3)cccc21,i,i,i,i,i,i,i,i,i,i,i
COc1ccc(-c2csc(Nc3ccccc3)[n+]2CC(O)c2ccc([N+](=O)[O-])cc2)cc1 (stereo not given),i,i,i,i,i,i,i,i,i,i,i
COc1cccc(CN2CCN(S(=O)(=O)c3ccccc3)CC2)c1OC,i,i,i,i,i,i,i,i,i,i,i
Cn1cccc1CNC1CCCC1,i,i,i,i,i,i,i,i,i,i,i
CCOc1ccccc1N1Cc2cc(C)c(C)cc2C1,i,i,i,i,i,i,i,i,i,i,i
C/C(=N\NC(=O)COc1cc(C)cc(C)c1)c1cccc(NC(=O)C2CCC2)c1,i,i,i,i,i,i,i,i,i,i,i
CC(C)C[C@@H](CN(C)N=O)N(C[C@H](Cc1ccccc1)N(CCc1ccccc1)N=O)N=O,i,i,i,i,i,i,i,i,i,i,i
Cc1nc2ccc(NC(=O)c3ccc(F)c(S(=O)(=O)N4CCOCC4)c3)cc2s1,i,i,i,i,i,i,i,i,i,i,i
N#CC1(NC(=O)CSc2n[nH]c(-c3ccccc3)n2)CCCCC1,i,i,i,i,i,i,i,i,i,i,i
Cn1c(NC(=O)c2ccccc2F)c(-c2cccs2)c(=O)c2ccccc21,i,i,i,i,i,i,i,i,i,i,i
CC(NC(=O)Nc1cccnc1)(C(F)(F)F)C(F)(F)F,i,i,i,i,i,i,i,i,i,i,i
Cc1cc(C)c(C(=O)NNC(=O)c2cccnc2)c(C)c1,i,i,i,i,i,i,i,i,i,i,i
CSc1ncccc1C(=O)OCC(=O)c1ccc(S(=O)(=O)N2CCCCC2)cc1,i,i,i,i,i,i,i,i,i,i,i
CCNC(=O)c1ccc(C23CC4CC(CC(C4)C2)C3)o1,i,i,i,i,i,i,i,i,i,i,i
COc1ccc(C)cc1NC(=O)COC(=O)c1c(C)noc1C,i,i,i,i,i,i,i,i,i,i,i
O=C(NCc1ccc(F)cc1)c1ccc(CS(=O)(=O)c2ccc(Br)cc2)o1,i,i,i,i,i,i,i,i,i,i,i
CCN(CC)C(=O)CN(c1cccc(Br)c1)S(C)(=O)=O,i,i,i,i,i,i,i,i,i,i,i
COc1ccc(Nc2nc(N3CCOCC3)nc(N3CCOCC3)n2)cc1,i,i,i,i,i,i,i,i,i,i,i
Cc1cc(NC(=O)CSc2nnc(-c3ccccc3)o2)no1,i,i,i,i,i,i,i,i,i,i,i
Clc1ccc(Cl)c2sc(N3CCOCC3)nc12,i,i,i,i,i,i,i,i,i,i,i
CCN(CC)c1nc2nonc2nc1N(CC)CC,i,i,i,i,i,i,i,i,i,i,i
Cc1ccc(OCCN(C)C)c([N+](=O)[O-])c1,i,i,i,i,i,i,i,i,i,i,i
CCCC(=O)Nc1cccn(Cc2ccccc2Br)c1=O,i,i,i,i,i,i,i,i,i,.,i
CCc1nc(Nc2ccc(O)cc2)c2oc3ccccc3c2n1,i,i,i,i,i,i,i,i,i,i,i
CC1CCN(CC(=O)NCCc2ccc(F)cc2)CC1,i,i,i,i,i,i,i,i,i,i,i
Cc1cc(C)n2nc(C(F)(F)F)c(-c3ccccc3)c2n1,i,i,i,i,i,i,i,i,i,i,i
CC(=N)C1=C(O)CC(C)(C)CC1=O,i,i,i,i,i,i,i,i,i,i,i
